# Bioassay records as filed in PubChem BioAssay.
# bCat KO growth: beta-catenin-lacking colon tumor cell growth suppression | AID 818 | viability, % at 10 µM | HCT116 beta-catenin knockout viability, CellTiter-Glo, 60 h; stronger effect = lower value | hit rate 1.5% among 140,000;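 active = viability at or under a set limit, the compound median less 4 SD, cut at about 6% in these data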;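 note: 0% = Hyamine 1622 control at 20 µM and 100% = untreated cell control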
# E-sel TNF inh: blocks E-selectin expression induced by TNF alpha. hit rate 0.71% among 120,000. inhibition, % at 2 µM. HUVEC TNFa-induced E-selectin immunofluorescence, high content;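 active = inhibition above the batch mean plus 3 SD, and confirmed as a hit on visual image review, cut at about 43% in these data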;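 note: 0% = TNF-stimulated DMSO wells and 100% = unstimulated control wells; not every result past the cut was called active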
# Measles CPE: protection of cells from measles virus. AID 841. hit rate 1.5% among 140,000. Measles virus-infected cells, CPE protection, absorbance. protection (pct of control), % at 4 µM; in the data active = protection mostly above about 24%, no sharp cut-off; inactive = mostly below about 26%; note: some compounds called inactive have numbers as strong as hits
# GALR2 antag: antagonists of human galanin receptor 2 (GALR2); hit rate 0.39% among 140,000; inhibition, % at 4 µM; GALR2-expressing cells, antagonist mode; O43603; in the data active = inhibition above about 27%;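 note: cells stimulated with galanin 1-16 at roughly its EC80; 0% = agonist challenge control and 100% = basal control without agonist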
# Target sequence (O43603 whole entry, looked up): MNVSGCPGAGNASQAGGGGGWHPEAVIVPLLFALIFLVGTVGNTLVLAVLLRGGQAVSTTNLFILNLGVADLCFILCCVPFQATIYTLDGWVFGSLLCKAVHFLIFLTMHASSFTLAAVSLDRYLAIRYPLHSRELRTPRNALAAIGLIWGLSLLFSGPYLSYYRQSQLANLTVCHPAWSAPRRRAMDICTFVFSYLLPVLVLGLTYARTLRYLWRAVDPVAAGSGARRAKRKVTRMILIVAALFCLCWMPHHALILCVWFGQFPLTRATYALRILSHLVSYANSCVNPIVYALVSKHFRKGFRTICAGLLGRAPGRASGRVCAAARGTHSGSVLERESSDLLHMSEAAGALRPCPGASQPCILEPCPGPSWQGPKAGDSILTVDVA
# Yeast growth inh: yeast BB579 growth reduction in restrictive medium | S. cerevisiae BB579 growth, OD615, 48 h | inhibition, % at 10 µM | hit rate 0.51% among 140,000;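 active = inhibition above a set limit, 3 SD over the mean compound inhibition, cut at about 44% in these data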; note: inactives centre near -24
#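 Assay system: S. cerevisiae DeaD strain BB579 yeast. Medium: CSMM-D restrictive synthetic medium containing dextrose (glucose). Times: 4 h cell preincubation, 48 h compound exposure, 30 °C humidified. Signal: OD615 turbidity measurement. Benchmarks: positive control amphotericin B 10 µg/mL.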
# MRP1 act: MRP-1 activation. AID 799. viability increase, % at 10 µM. H69AR cells + doxorubicin, viability rescue, CellTiter-Glo. hit rate 0.61% among 140,000;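 active = viability gain under doxorubicin at or above a set limit, the compound median plus 3 SD, cut at about 4.7% in these data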;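 note: MRP-1 overexpressing cells given doxorubicin 25 µM after compound pretreatment; 18-22 h compound pretreatment then 72 h with doxorubicin before readout; 0% = doxorubicin-only wells and 100% = vehicle-treated cells without doxorubicin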
# HCT116 PTEN-null: suppresses growth of cells with PTEN deletion; HCT116 PTEN-null viability, CellTiter-Glo, 60 h; stronger effect = lower value; viability, % at 10 µM; hit rate 1.2% among 140,000;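 active = viability at or below a set limit, 4 SD under the median of all tested compounds, cut at about 3.7% in these data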;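 note: PTEN knockout HCT116 line with beta catenin targeted HCT116 as companion control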
# Yeast life ext: yeast lifespan extension; S. cerevisiae growth with nicotinamide, OD615; deaD strain in restrictive glucose medium; inhibition of the nicotinamide effect, % at 10 µM; hit rate 0.68% among 130,000;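 active = inhibition above a set limit, placed 3 SD over the median of all compounds, cut at about 26% in these data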;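 note: 0% = nicotinamide-treated wells and 100% = cells grown without nicotinamide; some compounds called inactive have numbers as strong as hits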
#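 Assay system: engineered S. cerevisiae DeaD replicative-lifespan strain, galactose-grown log-phase cells; Buffer or medium: CSMM-D glucose medium, restrictive; Probe or stimulus: nicotinamide 1.5 mM; Compound: single dose 10 µM compound, 0.25% DMSO; Schedule: 4 h preincubation then 48 h treatment at 30 °C; Technique: OD615 measurement.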
# Phagocytosis inh: inhibitors of macrophage phagocytosis; J774A.1 macrophage IgG-bead phagocytosis, imaging; inhibition, % at 5 µM; hit rate 0.07% among 110,000; AID 1029;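 active = inhibition above the mean of the plate negative controls plus 5 SD, cut at about 13% in these data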;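 note: phagocytic index as fraction of beads internalized from green versus red external bead signal; plate controls were DMSO negative control for no effect and cytochalasin-D positive control for full effect; some results beyond the cut were filed as inactive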
# NPY-Y2 antag: NPY-Y2 (human) receptor antagonism; P49146; NPY-Y2 expressing cells, antagonist mode; inhibition, % at 2.7 µM; hit rate 0.99% among 140,000; AID 793; in the data active = inhibition above about 17%;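 note: 0% = vehicle with agonist challenge and 100% = reference antagonist with challenge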
# Target sequence (P49146 whole entry, looked up): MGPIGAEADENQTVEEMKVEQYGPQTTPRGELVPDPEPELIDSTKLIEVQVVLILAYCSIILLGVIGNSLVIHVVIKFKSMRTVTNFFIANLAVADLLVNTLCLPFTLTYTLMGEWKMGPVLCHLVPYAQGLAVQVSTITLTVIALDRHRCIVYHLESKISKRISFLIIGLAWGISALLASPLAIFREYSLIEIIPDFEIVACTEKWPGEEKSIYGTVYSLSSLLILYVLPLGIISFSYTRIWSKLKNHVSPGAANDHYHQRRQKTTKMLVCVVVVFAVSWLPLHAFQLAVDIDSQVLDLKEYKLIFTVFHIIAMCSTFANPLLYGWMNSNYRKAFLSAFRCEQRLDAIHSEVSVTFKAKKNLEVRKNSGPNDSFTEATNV
# Numbers without * were called inactive; · = no result given.
SMILES,bCat KO growth,E-sel TNF inh,Measles CPE,GALR2 antag,Yeast growth inh,MRP1 act,HCT116 PTEN-null,Yeast life ext,Phagocytosis inh,NPY-Y2 antag
Cn1c(SCc2c(Cl)cccc2Cl)nnc1-c1cccs1,89,-16,11,22,-54,-1.3,84,-4,-1,6
CNS(=O)(=O)c1ccc(Oc2ccc(S(=O)(=O)NC)cc2)cc1,85,9,8,11,-11,-2.1,83,1,-2,0
O=C(O)CCCCCCC1C(=O)NC(=O)N1CCC(O)C1CCCCC1 (configuration not stated),98,-52,5,8,-33,-1.9,95,1,·,5
CC(C)(C)NC(=O)Cn1nnc(-c2cccs2)n1,96,9,2,6,-4,0.2,93,4,-1,0
CCCc1nc(SCC(=O)N2CCCc3ccccc32)c2c(=O)n(C)c(=O)n(C)c2n1,45,·,5,15,-56,-0.3,37,0,0,16
Cc1csc2ncc(C(=O)N3CCCc4ccccc43)c(=O)n12,101,10,2,-6,14,-0.6,91,-12,0,4
CCCC(=O)c1ccc2c(c1)OCCO2,100,17,16,-30,-26,-0.7,113,-10,·,7
O=C1CC(N2CCN(Cc3ccccc3)CC2)C(=O)N1CCc1ccccc1 (configuration not stated),93,-8,3,0,-2,0.1,102,-6,-1,6
COc1ccc2[nH]c(C)c(CCN3C(=O)C4CC=CCC4C3=O)c2c1 (configuration not stated),94,32,5,-4,-22,-0.7,107,-9,0,2
O=C(CCN1C(=O)c2ccccc2C1=O)N1CCN(Cc2ccccc2)CC1,105,-23,5,-1,-8,0.1,97,·,·,0
Cn1c(SCC(=O)NCC2CCCO2)nnc1-c1c[nH]c2ccccc12 (configuration not stated),96,·,6,2,4,-1.2,109,-7,0,-1
O=[N+]([O-])c1ccc(NCCCNS(=O)(=O)c2ccccc2)c(Cl)c1,91,35,31,16,-12,-2.4,79,-4,-8,0
CCOc1ccccc1C(=O)N(C)Cc1cc2cc(OC)ccc2[nH]c1=O,99,·,14,-3,-45,-1.6,113,-10,0,0
COc1ccccc1OCC(=O)c1[nH]c(C)c(C(C)=O)c1C,74,5,8,-1,-19,-2.3,64,-9,·,1
Cc1occc1-c1nnc(SCC(=O)NC(C)(C)C)n1C(C)c1ccccc1 (configuration not stated),89,·,12,8,-29,-0.7,97,-2,0,3
CCOC(=O)N1CCN(CC(O)COCc2ccc(Cl)cc2)CC1 (configuration not stated),116,-9,9,-2,-18,-0.4,99,-8,-2,1
CCc1cccc(NC(=O)Cn2c3[n+](c4ccc(C(F)(F)F)cc42)CCCCC3)c1,87,·,11,6,-13,-1.8,87,3,-2,4
Cc1cc(O)c(C(C)C)cc1NC(=O)Cn1nc(C)c2ccccc2c1=O,104,-28,22,8,-88,-1.0,104,-11,3,5
CN(C)c1ccc(C(=S)N2CCCCCC2)cc1,88,0,27,2,-31,-1.5,·,-5,0,0
Cn1c2c(c(=O)n(C)c1=O)C(c1cc3c(cc1Br)OCO3)CC(=O)N2 (configuration not stated),92,-15,26,5,18,-0.2,80,-15,0,3
CNC(=S)N/N=C/c1c(C)nn(-c2cccc(Cl)c2)c1Cl,82,-18,7,-4,-24,-2.0,84,-7,3,3
CCCNC(=O)c1[nH]c(C)c(C(=O)OCC)c1C,96,4,24,-14,3,-0.9,100,-7,-8,2
Cc1cccc(C)c1Nc1nnc(SCC(=O)NCc2ccco2)s1,85,·,5,-6,-19,-1.7,93,-2,1,3
O=C(COc1ccc(Cl)cc1)NCc1nnc(SCC(=O)Nc2ccc3c(c2)OCCO3)o1,95,-19,11,5,-42,0.4,100,-2,·,4
Cc1cccc2cc(CN(CCN3CCOCC3)C(=O)NCc3ccccc3)c(=O)[nH]c12,77,·,8,0,5,-1.1,81,-12,-2,2
# Later entries:
SMILES,bCat KO growth,E-sel TNF inh,Measles CPE,GALR2 antag,Yeast growth inh,MRP1 act,HCT116 PTEN-null,Yeast life ext,Phagocytosis inh,NPY-Y2 antag
O=C(O)c1ccc2c(c1)C(=O)N(CCC1=CCCCC1)C2=O,100,3,3,2,-27,-1.5,103,-9,2,8
COc1ccc(NC(=O)c2ccccc2F)cc1Cl,90,5,4,10,-61,-0.9,85,-16,-1,4
COc1ccc(S(=O)(=O)CCC(=O)NCCc2ccc(S(N)(=O)=O)cc2)cc1,90,31,15,7,-26,-1.9,95,-1,-3,3
CC(OC(=O)c1ccccc1NS(=O)(=O)c1cccc(N)c1)C(=O)N(C)Cc1ccccc1 (configuration not stated),84,10,30,-16,-10,-2.1,87,-6,1,-3
Cc1oc(C(C)(C)C)cc1C(=O)N1CCCC1C(=O)O (configuration not stated),95,-21,26*,-6,-19,-0.6,106,·,·,3
CNC(=O)CSc1nnc(-c2cccc(S(=O)(=O)N3CCOCC3)c2)n1-c1ccc(F)cc1,87,6,18,-7,-21,-1.9,99,-14,0,2
Cc1cc(NC(=O)c2cnn3c(C(F)(F)F)cc(-c4ccccc4)nc23)no1,78,-19,3,-12,-17,-1.6,71,-5,-1,-2
O=C(c1ccc2nccnc2c1)N1CCN(Cc2ccc3c(c2)OCO3)CC1,98,16,15,-7,-25,-3.0,93,-20,1,-1
O=[N+]([O-])c1nn(-c2ccccc2)n(O)c1=NCc1ccc2c(c1)OCO2,101,-28,13,-12,-17,0.4,93,-25,·,5
c1csc(CNc2ncnc3nc[nH]c23)c1,76,-10,0,2,-16,-1.2,82,-4,0,3
O=C(/C=C/c1ccc2c(c1)OCO2)N1CCOCC1,110,-45,19,8,-52,-0.2,114,-7,·,11
COC(=O)c1cc2oc3ccccc3c2n1CC(=O)Nc1ccccc1OC,93,·,10,2,-21,-1.7,92,4,0,1
CCOC(=O)C1=NN(C(C)=O)C2(CC(=O)N(c3cc(C)cc(C)c3)C2=O)C1 (configuration not stated),96,·,8,-17,-21,3.4,91,-2,0,5
CC(C)COP(=O)(OCC(C)C)C(O)c1ccccc1F (configuration not stated),82,-22,28,-8,-23,-1.1,88,-8,·,6
Cc1ccc(NS(=O)(=O)c2cc(C(=O)NCCSc3ccc(C)cc3)ccc2C)cc1,34,-54,22,1,-6,3.4,31,-23,·,0
O=C(Nc1nc(=O)c2ccccc2s1)c1ccccc1,69,-37,2,3,-64,-2.2,76,5,9,2
Cc1ccc(SCC(=O)Nc2ccc(N3CCN(c4ccccc4)CC3)c(F)c2)cc1,80,-32,2,7,-45,-3.8,78,16,-3,-1
CC(=O)N1CN(C2CCS(=O)(=O)C2)Cc2c1sc1c2CCCC1 (configuration not stated),100,-6,4,-6,-9,-2.4,87,-15,-2,2
CC(C)CC(=O)Nc1nc(=S)ss1,95,·,19,-10,-35,-0.3,95,-3,-2,2
CCOC(=O)N/N=C(\C)c1ccc(OC(F)F)cc1OC(F)F,92,44,14,6,-9,-0.4,101,-8,-10,3
Cc1ccc(-n2c(C)cc(C=C3C(=O)CC(C)(C)CC3=O)c2C)cc1,84,-10,19,-2,-7,-3.9,91,5,-3,0
COc1ccc(N=CC2=C(O)CC(c3ccccc3)CC2=O)c(OC)c1 (configuration not stated),55,-29,12,5,-38,-3.6,49,1,-2,3
CC1CCN(Cc2nnnn2-c2ccc(Cl)cc2)CC1,94,·,7,-1,1,-0.1,96,2,·,5
O=C(c1ccc(Br)o1)N1CCN(c2ccc(F)cc2)CC1,90,-3,3,-2,-39,-3.2,87,-8,0,3
O=C(COc1cccc(NC(=O)c2ccccc2)c1)c1ccc(F)cc1,87,·,16,6,-6,0.3,99,8,-3,2
# More compounds:
SMILES,bCat KO growth,E-sel TNF inh,Measles CPE,GALR2 antag,Yeast growth inh,MRP1 act,HCT116 PTEN-null,Yeast life ext,Phagocytosis inh,NPY-Y2 antag
COc1ccc(OC)c(N(CC(=O)N2CCCCC2)S(=O)(=O)c2ccc(OC)c(OC)c2)c1,82,-51,12,-7,-41,-2.4,100,·,·,2
CCC(=O)Nc1ccccc1C(=O)C(=O)Nc1ccccc1,85,·,11,-4,-27,-1.1,94,-3,-2,3
CC(Nc1cc(N2CCN(S(C)(=O)=O)CC2)ccc1[N+](=O)[O-])c1ccccc1 (configuration not stated),73,·,3,-3,-4,-2.5,73,8,-6,2
O=C(c1ccc(=O)[nH]c1)N(Cc1ccco1)C1(C(=O)NC2CCCCC2)CCCCC1,88,-79,6,4,7,-3.2,85,-19,0,5
NC(=O)C1CCN(C(=O)CSc2nc3c(c(-c4ccccc4)n2)CCCC3)CC1,93,28,4,-11,-48,-0.8,116,-4,2,1
CCC(C(=O)N1CCN(C(=O)c2ccco2)CC1)c1ccccc1 (configuration not stated),99,14,13,-10,-19,-2.1,109,-3,0,0
Cc1cc(C(=O)CSc2n[nH]c(N)n2)c(C)n1-c1ccc2c(c1)OCO2,61,·,4,7,-23,-0.5,63,-1,-7,2
COc1ccc(C)cc1NC(=O)CSc1nnc(-c2ccco2)n1Cc1ccco1,75,·,9,-3,-37,-4.3,78,4,0,6
Cc1cc(C)n(C(=O)CCCCCCCC(=O)n2nc(C)cc2C)n1,104,13,16,-3,-55,0.9,106,·,·,7
CCCc1cc(=O)[nH]c(SCC(=O)N2N=C(c3ccc(Cl)cc3)CC2c2ccco2)n1 (configuration not stated),81,·,22,-14,-24,-1.9,80,4,-4,0
N#CC1=C(N)OC2=C(C(=O)CC(c3ccccc3)C2)C1c1ccoc1 (configuration not stated),88,-3,30*,3,-32,-2.4,91,21,-2,2
CN(Cc1cccs1)S(=O)(=O)c1cccs1,81,·,6,-7,-50,-1.9,85,-3,3,2
Cc1ccc(CN2C(=O)CCC2(C)C(=O)NCc2cccnc2)cc1 (configuration not stated),99,·,2,-16,-32,-1.5,97,0,1,-3
Cc1ccccc1Nc1nn2c(=O)c3ccccc3nc2s1,94,3,3,12,-39,-0.4,99,-3,-4,-1
Cc1ccccc1NC(=O)Cc1nc(CSc2nnc(-c3ccc4c(c3)OCO4)o2)cs1,98,1,4,-8,-21,-2.0,92,-6,-1,6
COC(=O)C1=CN(Cc2cccs2)C=C(C(=O)OC)C1c1cccc(OC)c1OC,91,·,3,-10,-16,-3.2,98,5,-1,3
O=C(NNC(=O)c1ccc(Cl)cc1Cl)c1ccncc1,80,8,6,-8,-15,-3.1,102,-1,-10,0
CC(=O)N1Cc2ccccc2CC1C(=O)O (configuration not stated),104,21,17,-18,-28,-0.8,89,1,2,4
O=C(O)c1ccc(OCc2occc2C(=O)O)cc1,95,-33,16,-7,-28,-1.2,102,-2,1,0
CCN(CC)S(=O)(=O)c1ccc(Cl)c(NC(=O)COc2ccccc2[N+](=O)[O-])c1,29,·,9,12,-27,-4.3,24,7,·,0

# Compound profiles, from the list above. Values in the order: bCat KO growth, E-sel TNF inh, Measles CPE, GALR2 antag, Yeast growth inh, MRP1 act, HCT116 PTEN-null, Yeast life ext, Phagocytosis inh, NPY-Y2 antag
# `COc1ccc(C)cc1NC(=O)CSc1nnc(-c2ccco2)n1Cc1ccco1` is listed as 75, ·, 9, -3, -37, -4.3, 78, 4, 0, 6
# `O=C(O)c1ccc(OCc2occc2C(=O)O)cc1` is listed as 95, -33, 16, -7, -28, -1.2, 102, -2, 1, 0
